Compound activity: PubChem, Sanford-Burnham Center for Chemical Genomics
TIM10 inh: growth inhibitors of TIM10 yeast strain; 330,000 tested, 1.4% active; inhibition, % at 10 µM; S. cerevisiae TIM10 strain growth, BacTiter-Glo luminescence, 24 h;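 active means inhibition of 40% or more at the single tested concentration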;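 further: wild-type TIM10 isogenic control strain grown at permissive 25 °C; 0% = DMSO yeast wells and 100% = minimal medium wells without yeast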
tim10-1 inh: growth inhibitors of tim10-1 mutant yeast | S. cerevisiae tim10-1 ts strain growth, BacTiter-Glo, 24 h | 330,000 tested, 2.2% active | AID 463190 | inhibition, % at 20 µM;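 active means inhibition of at least 40%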;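 further: mutant grown at 25 °C; 0% = DMSO wells with yeast and 100% = wells holding no yeast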
NLRP3 yeast inh: NALP3 inhibition in yeast | Yeast reconstituted NLRP3/ASC/caspase-1, beta-gal luminescence, 24 h | inhibition, % at 10 µM | 330,000 tested, 0.39% active | AID 2825;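 active means inhibition of 50% or more; inactive means inhibition below 50%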;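 further: plate controls were induced DMSO wells for no effect and uninduced yeast grown without galactose for full effect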
mIAP block: blocks mouse intestinal alkaline phosphatase | purified mouse IAP, CDP-Star luminescence, 30 min | inhibition, % at 10 µM | 330,000 tested, 0.2% active | AID 2806;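 active means inhibition of at least 40% at 10 µM in the primary screen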;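 further: plate controls were DMSO with enzyme for no effect and no enzyme wells for full effect; values of inactives mirror those of a sister screen read the other way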
MIN6 prolif: MIN6 beta-cell proliferation induction. MIN6 cells proliferation, ATPlite luminescence, 48 h; cells starved in 0.2% serum; 100% = growth in 10% serum. 330,000 tested, 0.29% active. AID 2380. proliferation, % at 10 µM;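 active means compounds whose signal lies at least 3.5 SD above the mean of all wells on their plate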;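 further: 0% = DMSO-treated cells in low-serum medium and 100% = 10% serum control; some compounds called inactive have numbers as strong as hits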
APOBEC3A inh: inhibitors of human APOBEC3A DNA deaminase | AID 493011 | inhibition, % at 20 µM | 330,000 tested, 0.41% active | P31941 | recombinant A3A, FAM/TAMRA ssDNA deamination fluorescence;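 active means at least 40% inhibition at 20 µM here, with at most 30% in a related deaminase screen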;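 further: plate controls were A3A with DMSO for no effect and wells lacking A3A enzyme for full effect; some results filed as inactive read as strong as hits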
Target sequence (P31941 whole entry, looked up): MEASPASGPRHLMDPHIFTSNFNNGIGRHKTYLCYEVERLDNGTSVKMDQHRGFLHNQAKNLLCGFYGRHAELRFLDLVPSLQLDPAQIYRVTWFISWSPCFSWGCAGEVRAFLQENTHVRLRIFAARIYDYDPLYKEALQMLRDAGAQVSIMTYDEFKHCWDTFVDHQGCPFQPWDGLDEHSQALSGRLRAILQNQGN
A3G deaminase: APOBEC3G (human) deaminase inhibition | Q9HC16 | inhibition, % at 20 µM | recombinant A3G, ssDNA deamination FAM/TAMRA fluorescence | AID 493012 | 330,000 tested, 0.28% active;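 active means inhibition of at least 40% at 20 µM, with no more than 30% in the related APOBEC3A deaminase screen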;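 further: plate controls were DMSO wells with A3G for no effect and wells lacking A3G enzyme for full effect; some compounds called inactive have numbers as strong as hits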
Target sequence (Q9HC16 whole entry, looked up): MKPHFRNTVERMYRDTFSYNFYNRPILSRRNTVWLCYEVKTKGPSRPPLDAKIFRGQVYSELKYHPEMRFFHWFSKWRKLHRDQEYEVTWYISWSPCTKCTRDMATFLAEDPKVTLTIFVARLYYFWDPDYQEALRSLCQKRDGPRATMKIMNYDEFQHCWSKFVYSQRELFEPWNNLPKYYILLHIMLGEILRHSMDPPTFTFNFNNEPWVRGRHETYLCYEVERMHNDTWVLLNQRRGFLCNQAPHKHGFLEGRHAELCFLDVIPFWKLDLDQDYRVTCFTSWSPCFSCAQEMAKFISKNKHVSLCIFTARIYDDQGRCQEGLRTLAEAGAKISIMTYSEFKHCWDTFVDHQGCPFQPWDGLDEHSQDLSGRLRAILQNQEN
mIAP act: increases mouse intestinal alkaline phosphatase activity. muIAP, CDP-Star luminescence, 30 min; active compounds read high; 1 = vehicle-only enzyme signal, 0 = enzyme-free wells. activation factor at 10 µM. 330,000 tested, 0.24% active. AID 2805;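 active means activation factor of at least 2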; further: the source names both 10 and 20 µM as test concentration; values of inactives mirror those of a sister screen read the other way
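Assay system: mouse IAP enzyme / Compound: DMSO-dissolved test compounds / Timing: 30 min, room temperature / Measured by: luminescence from enzymatic CDP-Star hydrolysis / Control set: DMSO-only wells, enzyme-free buffer wells as negative control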
hIAP inh: human IAP inhibition; P09923; purified IAP, CDP-Star luminescence, 30 min; inhibition, % at 10 µM; 330,000 tested, 0.12% active; AID 2544;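 active means inhibition reaching a set limit with compound at 10 µM in the primary screen, cut at about 35% in these data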;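 further: plate controls were DMSO wells with enzyme for no effect and no-enzyme buffer wells for full effect; values of inactives mirror those of a sister screen read the other way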
Target sequence (P09923 whole entry, looked up): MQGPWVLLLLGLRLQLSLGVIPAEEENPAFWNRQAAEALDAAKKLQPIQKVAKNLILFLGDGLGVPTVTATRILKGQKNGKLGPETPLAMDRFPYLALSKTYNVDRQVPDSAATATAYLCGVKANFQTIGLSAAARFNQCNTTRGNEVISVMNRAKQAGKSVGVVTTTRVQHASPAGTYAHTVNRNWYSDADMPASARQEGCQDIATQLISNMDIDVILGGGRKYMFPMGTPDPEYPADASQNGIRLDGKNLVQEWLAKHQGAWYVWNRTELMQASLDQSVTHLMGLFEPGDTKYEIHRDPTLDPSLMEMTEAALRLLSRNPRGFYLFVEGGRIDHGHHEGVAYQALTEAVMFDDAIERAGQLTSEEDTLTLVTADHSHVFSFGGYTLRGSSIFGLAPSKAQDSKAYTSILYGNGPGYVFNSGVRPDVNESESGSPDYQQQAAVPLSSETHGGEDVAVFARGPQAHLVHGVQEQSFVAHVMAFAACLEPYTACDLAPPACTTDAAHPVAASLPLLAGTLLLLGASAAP
An asterisk follows results filed as active; nt = not tested or not shown. Hits appear at their usual frequency (roughly 4.6% active in at least one column).

SMILES | TIM10 inh | tim10-1 inh | NLRP3 yeast inh | mIAP block | MIN6 prolif | APOBEC3A inh | A3G deaminase | mIAP act | hIAP inh
CC(C)NC(=O)Nc1cccc(Cl)c1 | 24 | -4 | 6 | -4 | -3 | 2 | -2 | 1 | -7
Cc1ccc(-n2nc3c(c2NC(=O)c2cccs2)CS(=O)(=O)C3)cc1 | 5 | -10 | 9 | 2 | 0 | -5 | -6 | 0.98 | 2
COc1ccc(NC(=O)c2ocnc2C)cc1OC | -12 | 2 | 15 | -4 | -2 | -4 | -4 | 1 | -20
O=C(CSc1nc2ccccc2nc1N1CCCC1)Nc1ccc(Cl)cc1 | -2 | 8 | 11 | 21 | -5 | -5 | -6 | 0.79 | 5
CC(=O)Nc1ccc(S(=O)(=O)Nc2ccc(Cl)nn2)cc1 | -2 | -8 | -1 | -7 | 3 | -1 | -7 | 1.1 | -4
O=C1CN(C(=O)COC(=O)c2ccccc2NCc2ccco2)c2ccccc2N1 | 2 | 30 | 9 | -25 | 0 | 0 | -4 | 1.2 | -16
Fc1cccc(Cl)c1Cn1nnc2c(-n3ccnc3)ncnc21 | 11 | 12 | -8 | -3 | 1 | 5 | 1 | 1 | -23
Cc1cc(C)c(C)c(S(=O)(=O)Nc2ccc(OCC(=O)O)cc2)c1C | 0 | -13 | 6 | -27 | -2 | -6 | -7 | 1.3 | -1
Cn1c(=O)cc(SCC(=O)N2CCN(c3ccccn3)CC2)c2ccccc21 | 21 | 26 | 11 | 10 | -1 | 0 | -2 | 0.9 | 15
CCN(CC)CCC#CC(O)(c1ccccc1)C1CCCCC1 (stereo not drawn) | -1 | 6 | 8 | 4 | -4 | 2 | 13 | 0.96 | 16
O=C(COC(=O)c1ccc[n+]([O-])c1)Nc1c(Br)cc([N+](=O)[O-])cc1Br | 2 | 14 | 8 | 10 | 0 | -2 | -13 | 0.9 | 12
O=C(Cc1ccc(-n2c(=O)c3sccc3n(CC(=O)Nc3ccccc3F)c2=O)cc1)NCc1ccco1 | -14 | -5 | -2 | -5 | 0 | -2 | -4 | 1.1 | -12
CC(C)c1nc(CNC(=O)C2CCC(=O)N(CCc3ccc(Cl)cc3)C2)no1 (stereo not drawn) | 10 | -6 | 9 | 7 | 9 | -1 | -4 | 0.93 | -8
Cn1cc(S(=O)(=O)NCc2ccco2)c(=O)n(C)c1=O | 3 | 0 | -3 | 1 | 3 | -3 | -3 | 0.99 | 16
CCOC(=O)C1(CC)NC(c2ccc(N(C)C)cc2)C2C(=O)N(C)C(=O)C21 (stereo not drawn) | -12 | 13 | -7 | -9 | 1 | -6 | -2 | 1.1 | 1
CC(NC(=O)c1cc(S(=O)(=O)N(C)C)ccc1Cl)C1CC2CCC1C2 (stereo not drawn) | 14 | 13 | 6 | 1 | 2 | -2 | -4 | 0.99 | 8
O=S(=O)(c1ccc(-c2n[nH]c(=S)o2)cc1)N1CCCC1 | -22 | 7 | 15 | 3 | 0 | -4 | 1 | 0.97 | -9
O=C(NC1CC1)c1sccc1-n1cccc1 | 6 | 13 | 0 | -8 | 2 | -1 | 6 | 1.1 | 10
O=S1(=O)N=C(N2CCCc3ccccc32)c2ccccc21 | -2 | 18 | 2 | -9 | -1 | -2 | -6 | 1.1 | -6
CC(C)C(=O)NC(NC1CCS(=O)(=O)C1)C(Cl)(Cl)Cl (stereo not drawn) | -9 | -12 | -2 | 8 | -4 | 5 | -2 | 0.92 | -11
COc1ccc(CN2CCN(C(=O)c3c(-c4ccccc4)noc3C)CC2)cc1F | 3 | 3 | 9 | 10 | 0 | -4 | -6 | 0.9 | -2
Cc1ccccc1C(=O)NC(=S)Nc1ccc(S(=O)(=O)N2CCOCC2)cc1 | 6 | 3 | 4 | 10 | 5 | -3 | -8 | 0.9 | 6
CCCC(=O)N1CC2(CCC)CN(C(=O)CCC)CC(CCC)(C1)C2=O | -7 | 21 | 9 | -7 | -1 | 1 | -5 | 1.1 | -14
COCCn1c(SCC#N)nnc1-c1ccc(OC)cc1 | -13 | -9 | 1 | -3 | -3 | -3 | -8 | 1 | 10
O=C1C2C3C=CC(CNS(=O)(=O)c4ccccc4)(O3)C2C(=O)N1c1ccc(Cl)cc1 (stereo not drawn) | 8 | 38 | 6 | -3 | 1 | 2 | 28 | 1 | 3

An excerpt from above, showing only TIM10 inh.
| smiles | TIM10 inh |
| --- | --- |
| COc1ccc(NC(=O)c2ocnc2C)cc1OC | -12 |
| CCCC(=O)N1CC2(CCC)CN(C(=O)CCC)CC(CCC)(C1)C2=O | -7 |

3 entries out of the list, ordered by formula weight, highest first.
SMILES | TIM10 inh | tim10-1 inh | NLRP3 yeast inh | mIAP block | MIN6 prolif | APOBEC3A inh | A3G deaminase | mIAP act | hIAP inh
CC(C)c1nc(CNC(=O)C2CCC(=O)N(CCc3ccc(Cl)cc3)C2)no1 (stereo not drawn) | 10 | -6 | 9 | 7 | 9 | -1 | -4 | 0.93 | -8
O=C(CSc1nc2ccccc2nc1N1CCCC1)Nc1ccc(Cl)cc1 | -2 | 8 | 11 | 21 | -5 | -5 | -6 | 0.79 | 5
COCCn1c(SCC#N)nnc1-c1ccc(OC)cc1 | -13 | -9 | 1 | -3 | -3 | -3 | -8 | 1 | 10

(further entries)
SMILES | TIM10 inh | tim10-1 inh | NLRP3 yeast inh | mIAP block | MIN6 prolif | APOBEC3A inh | A3G deaminase | mIAP act | hIAP inh
O=C(COC(=O)COc1ccc(Br)cc1)NC1CCCCCC1 | -5 | 7 | 9 | -7 | 0 | 18 | -4 | 1.1 | -18
CC(C)n1cnc2c(Nc3cccc(Cl)c3)nc(N(CCO)CCCO)nc21 | 11 | 9 | 15 | 11 | -8 | -2 | -2 | 0.89 | -3
CC(=O)N1CCCc2cc(S(=O)(=O)NCCC3=CCCCC3)ccc21 | 5 | 5 | -1 | 5 | -5 | -2 | -4 | 0.95 | 5
CC1C(C#N)=C(N)OC2=C1C(=O)CCC2 (stereo not drawn) | -4 | 14 | 5 | -7 | -2 | -7 | 3 | 1.1 | -6
O=C(N/N=C\c1ccc([N+](=O)[O-])o1)c1cncc(Br)c1 | 9 | 5 | 22 | 35 | -2 | -1 | -8 | 0.65 | 10
O=c1cnc2ccccc2n1Cc1ccccc1C(F)(F)F | 3 | -7 | 1 | -5 | 2 | 5 | -6 | 1 | 2
CCCCNC(=O)CC(=O)Nc1ccccc1C(=O)O | -18 | 14 | 20 | -2 | 2 | -2 | -3 | 1 | -11
CCOC(=O)C1=C(C)N(C[C@@H]2CC[C@@H](Cc3ccc(-c4ccccc4)cc3)O2)C(=O)NC1C1CC1 (stereo partly drawn) | -6 | 15 | nt | -5 | nt | 3 | 3 | 1.1 | nt
N#CCCn1c(=O)n(CCC#N)c2ccccc21 | -9 | 10 | 3 | 0 | 2 | 0 | 2 | 1 | 2
Cc1ccc(-n2[nH]c(C)c(/C=N/Nc3ccc([N+](=O)[O-])cc3[N+](=O)[O-])c2=O)cc1C | 18 | 37 | 17 | 30 | -3 | 2 | 2 | 0.7 | 3
O=C(CCCCCn1nnc2ccccc2c1=O)Nc1ccccc1Cl | -21 | 4 | 4 | -6 | -2 | -4 | -7 | 1.1 | -12
O=C(O)c1cc2c(ccc3ccccc32)oc1=O | 0 | 1 | 6 | -4 | 0 | -2 | -2 | 1 | 2
O=C(Oc1oc(-c2ccco2)nc1C=Nc1ccccc1)c1ccoc1 | -2 | 18 | -2 | -12 | -3 | -3 | -5 | 1.1 | 3
O=C(Cn1nc(C(=O)O)c2ccccc2c1=O)Nc1cccc(S(=O)(=O)N2CCCC2)c1 | 12 | 11 | 3 | 4 | 1 | -2 | 3 | 0.96 | -16
CCN(CC)CCC#CC1(O)c2ccccc2-c2ccccc21 | -8 | 3 | 7 | -5 | 0 | -2 | -3 | 1.1 | -25
O=C(C1CCN(S(=O)(=O)c2ccccc2[N+](=O)[O-])CC1)N1CCOCC1 | 15 | 5 | 11 | -12 | 3 | -2 | -7 | 1.1 | 1
COc1ccccc1-c1cc(C(F)(F)F)nc(S(=O)(=O)CCCC(=O)O)n1 | 10 | 29 | 5 | -15 | -6 | -9 | -5 | 1.2 | -11
O=C(O)c1cc(-c2ccc(/C=C3\NC(=O)N(c4ccc(Cl)cc4)C3=O)o2)ccc1Cl | 14 | 12 | 12 | 13 | -3 | 82 | 58 | 0.87 | -15
FC(F)(F)c1ccnc(NCc2ccc(Cl)cc2)n1 | 22 | 16 | 5 | 8 | 6 | 7 | -4 | 0.93 | -1
CCc1ccc(NC(=O)CSc2nnc(CNC(=O)c3c(F)cccc3Cl)o2)cc1 | 14 | 20 | 8 | 1 | -4 | -1 | 0 | 0.99 | -6
O=c1cc(CSc2nnc(NC3CCCCC3)s2)nc2sccn12 | 0 | 18 | 5 | 2 | -3 | 7 | -1 | 0.98 | 13
CCOc1cc(C(=O)Nc2nnc(CC)s2)ccc1OCC(=O)N1CCOCC1 | -5 | 9 | 1 | -6 | 0 | -5 | -9 | 1.1 | 1
NS(=O)(=O)OCC(Cc1ccccc1)N1C(=O)c2ccccc2C1=O (stereo not drawn) | 9 | -11 | 11 | -11 | 3 | -5 | -13 | 1.1 | -6
COc1ccc(Oc2nc(-c3ccccc3)ncc2S(=O)(=O)c2ccccc2)cc1 | 2 | -1 | 4 | 13 | -1 | -6 | -9 | 0.87 | -15
CCOC(=O)c1ccc(NC(=S)NC(=O)c2nn(CC)cc2Br)cc1 | 2 | 8 | 6 | 3 | -2 | 3 | -12 | 0.97 | -7

Not a retest: an excerpt of the list.
SMILES | TIM10 inh | tim10-1 inh | NLRP3 yeast inh | mIAP block | MIN6 prolif | APOBEC3A inh | A3G deaminase | mIAP act | hIAP inh
CCOc1cc(C(=O)Nc2nnc(CC)s2)ccc1OCC(=O)N1CCOCC1 | -5 | 9 | 1 | -6 | 0 | -5 | -9 | 1.1 | 1
NS(=O)(=O)OCC(Cc1ccccc1)N1C(=O)c2ccccc2C1=O (stereo not drawn) | 9 | -11 | 11 | -11 | 3 | -5 | -13 | 1.1 | -6
COc1ccc(Oc2nc(-c3ccccc3)ncc2S(=O)(=O)c2ccccc2)cc1 | 2 | -1 | 4 | 13 | -1 | -6 | -9 | 0.87 | -15
CCOC(=O)c1ccc(NC(=S)NC(=O)c2nn(CC)cc2Br)cc1 | 2 | 8 | 6 | 3 | -2 | 3 | -12 | 0.97 | -7

More entries
SMILES | TIM10 inh | tim10-1 inh | NLRP3 yeast inh | mIAP block | MIN6 prolif | APOBEC3A inh | A3G deaminase | mIAP act | hIAP inh
Cc1ccc2nc(-c3ccc(NS(=O)(=O)c4ccc(F)cc4)cc3)sc2c1 | 16 | 32 | 39 | -3 | -6 | 2 | 3 | 1 | 2
O=C(COc1cccnc1[N+](=O)[O-])c1c[nH]c2ccccc12 | 10 | -15 | -4 | 9 | -4 | 8 | 1 | 0.91 | 1
Cc1ccc(C)c(NC(=O)CSc2nc3[nH]ncc3c(=O)[nH]2)c1 | 15 | 2 | 10 | 2 | 0 | -3 | -2 | 0.97 | 11
NS(=O)(=O)c1ccc(NC(=O)c2c(Cl)cccc2Cl)cc1 | 10 | 4 | 13 | 1 | -3 | -2 | -2 | 0.99 | -7
C/C(=C\C=C(C#N)C#N)c1cc(C#N)c(N)o1 | -5 | 16 | 10 | 9 | 1 | -1 | -8 | 0.91 | 16
O=C(NCCSc1ccccc1)c1ccc(CN2CCOCC2)cc1 | -30 | -2 | 10 | -10 | -3 | -10 | -3 | 1.1 | -17
